Source: PubChem
SENP7 block = inhibitors of human SENP7 protease; Q9BQF6; recombinant SENP7, Z-RLRGG-aminoluciferin luminescence, 40 min; inhibition, % at 5 µM; 330,000 compounds, 1.5% hits;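 active = inhibition above about 50% at the single test dose, limit read from the data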;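 note: plate controls were DMSO with enzyme for no effect and no enzyme buffer wells for full effect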
SENP1 FRET inh = inhibitors of human SENP1 SUMO protease catalytic domain | recombinant SENP1 catalytic domain, CyPet-SUMO1-YPet FRET cleavage | inhibition, % at 10 µM | 360,000 compounds, 0.21% hits | AID 624204;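 active = inhibition at least 30% at 10 µM, raw YFP signal under a set limit, fluorescence ratio 0.5 to 1.5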;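 note: 0% = enzyme with DMSO and 100% = no enzyme wells; some results filed as inactive read as strong as hits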
Target sequence (Q9P0U3 419-644 limits assumed): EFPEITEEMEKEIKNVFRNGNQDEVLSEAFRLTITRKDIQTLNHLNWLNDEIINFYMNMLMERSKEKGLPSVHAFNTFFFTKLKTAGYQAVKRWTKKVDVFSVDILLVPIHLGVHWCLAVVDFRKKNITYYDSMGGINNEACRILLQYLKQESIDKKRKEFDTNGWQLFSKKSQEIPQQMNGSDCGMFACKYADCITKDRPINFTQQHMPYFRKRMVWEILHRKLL
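Test system: hSENP1 catalytic domain, recombinant; Amount: 20 pM final SENP1 enzyme; Medium: Tris pH 8 buffer plus EDTA, NaCl, BME, BSA, NP40, catalase; Schedule: 50 min enzyme reaction, room temperature, light-protected; Technique: FRET fluorescence in CFP and YFP emission channels; Controls: no-enzyme wells low, DMSO-plus-enzyme wells high control.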
UBC13 polyUb = human UBC13 polyubiquitination inhibition; P61088; 330,000 compounds, 0.47% hits; inhibition, % at 20 µM; UBC13 polyubiquitin chain formation, TR-FRET; in the data active = inhibition above about 45%, passing the limit was not always enough
Target sequence (P61088 whole entry, looked up): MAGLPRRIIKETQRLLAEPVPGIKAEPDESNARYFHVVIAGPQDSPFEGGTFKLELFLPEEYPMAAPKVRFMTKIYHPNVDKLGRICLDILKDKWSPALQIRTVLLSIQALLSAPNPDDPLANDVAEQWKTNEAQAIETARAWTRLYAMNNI
SENP8 block-1 = SENP8 (human) protease inhibition; Q96LD8; recombinant SENP8, Nedd8 substrate fluorescence; inhibition, % at 20 µM; 360,000 compounds, 0.64% hits; AID 602440; in the data active = inhibition mostly above about 40%, no sharp cut-off; inactive = mostly below about 27%
SENP6 block = inhibitors of human SENP6 protease | inhibition, % at 10 µM | Recombinant SENP6 catalytic domain, aminoluciferin luminescence | Q9GZR1 | 330,000 compounds, 1.8% hits;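 active = inhibition above about 50% at the single tested dose, limit read from the data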;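 note: plate controls were DMSO wells with enzyme for no effect and DMSO wells lacking enzyme for full effect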
Target sequence (Q9GZR1 628-1112 limits assumed): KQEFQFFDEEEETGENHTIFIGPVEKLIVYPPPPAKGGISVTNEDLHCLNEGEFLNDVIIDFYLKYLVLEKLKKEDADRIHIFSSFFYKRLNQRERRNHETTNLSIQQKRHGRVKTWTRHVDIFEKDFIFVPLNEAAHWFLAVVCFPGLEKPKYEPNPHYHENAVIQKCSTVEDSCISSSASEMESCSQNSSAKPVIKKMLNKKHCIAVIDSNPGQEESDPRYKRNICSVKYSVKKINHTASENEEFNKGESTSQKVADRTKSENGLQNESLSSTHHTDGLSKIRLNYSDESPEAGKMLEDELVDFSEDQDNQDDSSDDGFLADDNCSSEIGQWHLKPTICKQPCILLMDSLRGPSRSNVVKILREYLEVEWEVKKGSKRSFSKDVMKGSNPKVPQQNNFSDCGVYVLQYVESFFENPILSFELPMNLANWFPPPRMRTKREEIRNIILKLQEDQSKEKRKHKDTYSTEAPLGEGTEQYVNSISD
beta cell repl = induces beta-cell replication in MIN6 cells; MIN6 cells proliferation, ATPlite luminescence, 48 h; cells starved in 0.2% serum; 100% = growth in 10% serum; proliferation, % at 10 µM; 330,000 compounds, 0.29% hits; AID 2380;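 active = compounds whose signal lies at least 3.5 SD above the mean of all wells on their plate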;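 note: 0% = DMSO-treated cells in low-serum medium and 100% = 10% serum control; some compounds called inactive have numbers as strong as hits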
HKDC1 inh = blocks human hexokinase HKDC1 activity; Q2TB90; recombinant HKDC1, G6PDH/diaphorase resazurin coupled fluorescence; inhibition, % at 20 µM; 340,000 compounds, 0.16% hits; AID 493160;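 active = inhibition above about 35% when tested at 20 µM, limit read from the data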;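 note: plate controls were DMSO wells with enzyme for no effect and DMSO wells lacking enzyme for full effect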
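Incubation: 90 min at room temperature in dark / Material: recombinant HKDC1 (HK5) hexokinase enzyme, produced in-house / Quantity: enzyme 5 µg/mL final / Compound: one dose of 20 µM, 1% DMSO / Reagent: glucose and ATP substrates / Buffer or medium: Tris pH 8.0 buffer with MgCl2, Tween-20, BSA, BME / Technique: resorufin fluorescence at 613 nm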
PfG6PD inh = PfG6PD (Plasmodium falciparum) enzyme inhibition. PfGluPho enzyme, NADPH resazurin-diaphorase fluorescence. inhibition, % at 20 µM. 350,000 compounds, 0.78% hits;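 active = inhibition reaching at least a set limit at 20 µM in the primary screen, cut at about 59% in these data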;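 note: 0% = DMSO wells with substrate and 100% = DMSO wells lacking glucose-6-phosphate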
SENP8 block-2 = SENP8 protease inhibition; 330,000 compounds, 1.2% hits; AID 2540; purified SENP8, Z-RLRGG-aminoluciferin cleavage, luminescence; inhibition, % at 10 µM; in the data active = inhibition above about 50%
* = called active by the depositor; i = inactive; x = no result given.

SMILES,SENP7 block,SENP1 FRET inh,UBC13 polyUb,SENP8 block-1,SENP6 block,beta cell repl,HKDC1 inh,PfG6PD inh,SENP8 block-2
CCOc1ccc(CCNC(=O)COC(=O)c2ccc(Cl)nc2)cc1OCC,-2,0,-10,4,-4,-6,-6,-3,12
COc1ccccc1/C=C/C(=O)Nc1cccc(C(C)=O)c1,-11,4,-8,-8,-16,0,-13,35,-15
CCN(C(=O)Cc1c(C(=O)O)n(CC)c2ccccc12)c1ccccc1C,-9,4,-10,4,-1,2,-1,15,-3
O=[N+]([O-])c1cccc(C(=NCc2ccccc2)NO)c1,-4,-1,5,-124,0,-1,5,3,12
CC(=O)c1cc(C(=O)N2CCCC(C(=O)c3ccc(Cl)cc3)C2)cs1 (stereo not given),-7,0,-6,0,1,-4,-3,-5,4
O=c1[nH]ncc(N2CCCCCC2)c1Cl,-2,-1,0,7,-10,-1,-18,8,-12
CC(=O)N=C1SC2CS(=O)(=O)CC2N1c1c(Cl)cccc1Cl (stereo not given),5,2,4,9,4,-3,4,-21,11
COc1cc(-c2nnc(SCC(=O)Nc3ccc4c(c3)OCCO4)o2)cc(OC)c1OC,2,1,2,5,-9,-3,-11,-9,-3
CC1(CCc2ccc3c(c2)OCO3)NCCc2c1[nH]c1ccccc21 (stereo not given),2,-2,11,16,11,-6,6,-11,8
COc1cc(Br)cc2cc(C(=O)N3CCN(c4ccccn4)CC3)c(=O)oc12,3,1,-2,4,-4,-2,0,14,-1
Cc1ccc(NC(=O)c2ccc(CNS(=O)(=O)c3cccc(C(F)(F)F)c3)cc2)cc1,-17,2,-16,26,0,1,-4,4,-3
COc1ccc(CCN2C(=O)C3C4C=CC(C5CC45)C3C2=O)cc1OC (stereo not given),-2,1,-4,21,-5,0,-4,3,-7
Cc1cccc(C)c1NC(=O)CN(C)C(=O)c1ccc2nc[nH]c2c1,4,-8,-3,3,2,0,4,18,2
CC(=O)c1cccc(NC(=O)c2ccc(S(=O)(=O)N3CCCC3)cc2)c1,-9,1,2,15,-8,1,-1,7,-7
COC(=O)CSc1ccc2c(N)c(C(=O)OC)sc2c1,5,0,1,-299,27,-6,-10,-12,-6
O=C(CSc1ncn[nH]1)Nc1ccnc2ccccc12,12,0,0,2,-2,0,-7,11,-9
CCCCOc1ccc(S(=O)(=O)N2CCN(C)CC2)cc1,-12,3,3,20,1,-1,-5,-7,-12
CC1Sc2ccc(S(=O)(=O)CCC(=O)Nc3cc(F)ccc3F)cc2NC1=O (stereo not given),2,1,2,-2,13,-4,-1,17,-2
CCC(C)NC(=O)COc1ccc(Br)c(C)c1 (stereo not given),0,0,-9,11,-10,-2,-7,3,-3
COCCCn1c(=O)c2sccc2n(Cc2cccc(F)c2)c1=O,-1,1,4,14,-8,-2,-6,8,4
CCOc1ccc(/C=C(\C(=O)O)c2ccc(S(=O)(=O)N3CCOCC3)s2)cc1OC,1,-114,4,-120,6,0,7,-5,-1
COc1ccc(CC(=O)Nc2cc(=O)n(C)c(=O)n2C)cc1,4,0,5,-2,9,1,-5,3,-3
CCOc1ccc(/C=C(/NC(=O)c2ccccc2Cl)C(=O)O)cc1,-2,1,5,9,7,2,-10,-7,9
C=CCn1c(SCC(=O)NCc2cccs2)nnc1C1CCCCC1,-2,0,-5,1,1,2,-6,-9,-8
CC(C)CC(=O)NC(NC(=S)Nc1ccccc1)C(Cl)(Cl)Cl (stereo not given),-6,4,2,9,3,-3,-7,-8,-1
Cc1c(NC(=O)C(C)Oc2ccccc2F)c(=O)n(-c2ccccc2)n1C (stereo not given),-2,2,-1,11,27,-1,-1,7,0
Cc1ccc(-n2c(SCC(=O)Nc3cc(C)on3)nc3c([nH]c4ccccc43)c2=O)cc1,-5,3,-4,-7,10,4,-6,11,5
CC(=O)C1=C(c2ccccc2)NC(=O)NC1c1ccccc1OCC#N (stereo not given),0,-1,-6,0,-10,-2,11,3,-9
COc1cc(S(=O)(=O)N2CCCCCC2)ccc1Cl,-3,2,-2,29,-13,-2,1,-22,-8
O=C(Nc1ccccc1)c1ccc(NCCc2ccccc2)c([N+](=O)[O-])c1,-3,21,-43,19,-5,-1,-15,-20,-5
COc1ccc(OC)c(/C=N/NC(=O)CC2C(=O)NN=C2C)c1 (stereo not given),4,-6,15,i,-13,1,2,-10,0
NC(C(=O)O)C(c1ccccc1)C(F)F (stereo not given),-13,x,-3,x,-4,-4,-9,-1,-12
Cc1cc(C)c(S(=O)(=O)N(CC(=O)N2CCOCC2)C2CCCCC2)c(C)c1,5,3,6,17,5,0,-2,-21,-9
COc1ccc(C(O)(c2ccccc2OC)C(CN2CCOCC2)c2ccccc2)cc1 (stereo not given),0,1,-11,5,3,-4,-4,-8,2
O=C(Nc1nncs1)c1cccc(S(=O)(=O)N2CCCC2)c1,-4,5,-3,5,13,4,0,-16,2
CCOC(=O)N1CCN(C(=O)C2CCC(CNS(=O)(=O)c3ccccc3)CC2)CC1 (stereo not given),-3,2,-4,24,-5,1,-12,-10,-15
Cn1c(=O)[nH]c(=O)c2c1nc(NCCN)n2CCOc1ccccc1,-7,-3,-9,15,-19,0,-9,-11,-6
CCC(=O)Nc1ccc(NC(=O)CSc2nc3cc4c(cc3cc2C)CCC4)cc1,8,5,-5,11,1,-4,10,-6,2
COc1ccc(-n2c(O)c(/C=N/NS(=O)(=O)c3cc(C)ccc3C)c3ccccc3c2=O)cc1OC,8,-26,-22,-159,-18,-1,0,-8,-2
CCC(C)Sc1ccc([C@H]2N[C@@](C)(C(=O)OC)[C@H]3C(=O)N(CC)C(=O)[C@@H]23)cc1OC (stereo not given in full),-7,0,-9,-22,4,0,-1,-4,-9
CC(C)c1ccc(Nc2nnc(SC3CCOC3=O)s2)cc1 (stereo not given),-4,-1,4,6,-6,0,-13,4,-9
Cc1nc(C(F)(F)F)c(C(=O)N/N=C(\N)c2ccccn2)s1,-1,1,-13,9,10,0,-10,53,0
COCCn1nnnc1SCC(=O)Nc1ccc2c(c1)OCO2,-6,-1,-1,4,-7,-3,13,-14,-11
COCCNc1nc(-c2cc(C)n(CCc3ccc(OC)cc3)c2C)cs1,10,-4,-14,-10,11,-4,-8,18,4
Cc1ccc(-c2nnc(CN3CCCCC3C)o2)cc1 (stereo not given),8,-1,6,12,-16,3,-4,-9,0
Cc1csc(N2CCCC2c2nc3cc(Cl)c(N4CCCCC4)cc3n2CCCO)n1 (stereo not given),2,1,14,-21,1,-1,-2,8,0
C#CC(C)(C)NC(=O)CSc1nc2c(c(=O)n(C)c(=O)n2C)n1CCCC,1,1,-2,0,4,0,-7,6,-4
CCN(CCNC(=O)CS(=O)(=O)Cc1nc(-c2cccc(OC)c2)oc1C)c1ccccc1,10,1,-1,27,7,-5,11,-9,-5
CNS(=O)(=O)c1cccc(C(=O)OCC(=O)NCc2ccccc2)c1,-7,1,-8,13,-7,-2,-2,25,-11
COc1ccc(N(CC(=O)NCCc2ccc(OC)c(OC)c2)S(=O)(=O)c2ccc(OC)c(OC)c2)cc1,9,-2,1,8,0,-3,4,-14,4

Overlap with the part before: three compounds, followed by the next part.
SMILES,SENP7 block,SENP1 FRET inh,UBC13 polyUb,SENP8 block-1,SENP6 block,beta cell repl,HKDC1 inh,PfG6PD inh,SENP8 block-2
CCN(CCNC(=O)CS(=O)(=O)Cc1nc(-c2cccc(OC)c2)oc1C)c1ccccc1,10,1,-1,27,7,-5,11,-9,-5
CNS(=O)(=O)c1cccc(C(=O)OCC(=O)NCc2ccccc2)c1,-7,1,-8,13,-7,-2,-2,25,-11
COc1ccc(N(CC(=O)NCCc2ccc(OC)c(OC)c2)S(=O)(=O)c2ccc(OC)c(OC)c2)cc1,9,-2,1,8,0,-3,4,-14,4
COc1cccc(C(=O)Nc2ccc(N3CCN(C(=O)c4ccco4)CC3)cc2)c1,-3,1,-8,20,-37,1,-2,6,-13
CC1=C(C(=O)OC2CCCC(C)C2)C(c2ccccc2)NC(=O)N1 (stereo not given),4,1,-10,6,-4,-1,-2,3,-2
COc1cccc(CN2CCNC(=O)C2CC(=O)NCCOc2cccnc2)c1OC (stereo not given),9,-4,-4,2,-6,-4,-11,-10,-2
O=C(O)CNS(=O)(=O)c1cccc(Cl)c1,-6,1,-9,36,0,1,-9,-10,-9
O=C(NCCc1c[nH]c2ccccc12)Nc1cccc2ccccc12,-4,-1,4,-142,-6,1,7,5,-2
CC1=NN(c2cccc([N+](=O)[O-])c2)C(=O)C1,17,2,-1,21,24,-2,3,-17,3
CC(C)N(C(=O)NC(=O)NCC1CCCO1)S(C)(=O)=O (stereo not given),-12,1,-12,17,-7,-4,-8,-10,-7
COc1ccc(OCCCC(=O)Nc2nnc(C3CCCO3)s2)cc1 (stereo not given),7,-2,-4,-2,7,-2,3,13,-1
COc1cccc(-n2c(CN3CCN(c4ccc(C)cc4)C(C)C3)nc3ccc([N+](=O)[O-])cc3c2=O)c1 (stereo not given),1,2,-4,16,-4,0,10,7,4
COc1ccc(Nc2ccc(S(=O)(=O)N3CCCCC3)cc2[N+](=O)[O-])cc1,-2,4,-6,28,-6,0,-9,0,-7
C=C(C)C(=O)Nc1ccc(OC(F)(F)C(F)F)c(NC(=O)C(=C)C)c1,-8,1,-2,12,-7,-1,0,1,0
Cc1cccc(NC(=O)c2cccnc2)c1,-12,-1,-11,13,-17,0,1,-5,-16
Cc1ccccc1OCC(=O)NNC(=O)CCN1C(=O)c2ccccc2C1=O,-7,-6,-4,5,15,-2,-2,-8,-13
COc1ccc2[nH]cc(CCN=C3SCC(=O)N3C)c2c1,-15,-2,29,3,-23,-3,0,-4,-14
O=C(Cc1ccccc1)NC(CSSCC(NC(=O)Cc1ccccc1)C(=O)O)C(=O)O (stereo not given),x,1,x,3,x,x,0,0,x
Cc1cc(-c2ccc(C)c(S(=O)(=O)NC(C)Cc3ccco3)c2)on1 (stereo not given),-13,-2,4,3,-2,-2,1,-2,3
O=C(Cc1cccc(NC(=O)C2CCCN(C(=O)c3ccccc3)C2)c1)Nc1cccc(C(=O)N2CCOCC2)c1 (stereo not given),x,1,x,4,x,x,-5,4,x
Cc1ccc(/C=N/NC(=O)CN2CCN(S(=O)(=O)c3ccc(Br)cc3)CC2)s1,5,3,-2,12,-10,1,-5,10,-7
Cc1ccc(C2NC(=O)c3c(sc(C)c3C)N2)c(O)c1 (stereo not given),-4,-35,15,-277,31,-2,2,34,13
CC1CCc2nn(CC(=O)NCCN3CCOCC3)cc2C1 (stereo not given),-7,2,-5,14,-6,-2,-6,4,4
Cc1c(NC(=O)COc2cccc(Cl)c2Cl)c(=O)n(-c2ccccc2)n1C,-8,1,-1,13,-22,-4,-3,-5,-13
C=CCN(N=Nc1cccc([N+](=O)[O-])c1)c1cccc([N+](=O)[O-])c1,-9,2,-3,20,-18,3,-4,18,-7
